Compound activity: PubChem, The Scripps Research Institute Molecular Screening Center
MITF inh – human MITF inhibition, primary screen. O75030. AlphaScreen MITF homodimerization, bead proximity signal. inhibition, % at 2.6 µM. hit rate 0.91% among 650,000. AID 1259374; in the data active means inhibition above about 50%;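 further: 0% = vehicle wells with protein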
Target sequence (O75030 whole entry, looked up): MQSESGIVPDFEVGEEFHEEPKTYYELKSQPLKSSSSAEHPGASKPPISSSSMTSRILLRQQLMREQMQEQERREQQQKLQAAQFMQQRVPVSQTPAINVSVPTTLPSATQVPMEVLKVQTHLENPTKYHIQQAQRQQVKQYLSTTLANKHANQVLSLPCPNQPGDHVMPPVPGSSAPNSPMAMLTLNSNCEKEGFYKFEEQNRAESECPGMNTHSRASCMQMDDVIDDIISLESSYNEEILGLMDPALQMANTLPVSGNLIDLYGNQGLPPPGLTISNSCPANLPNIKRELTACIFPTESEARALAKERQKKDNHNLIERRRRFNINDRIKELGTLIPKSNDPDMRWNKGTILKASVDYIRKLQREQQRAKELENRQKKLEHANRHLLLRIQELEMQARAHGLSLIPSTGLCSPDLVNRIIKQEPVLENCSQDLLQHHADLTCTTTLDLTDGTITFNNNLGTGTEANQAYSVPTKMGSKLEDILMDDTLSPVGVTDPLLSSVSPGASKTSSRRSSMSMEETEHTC
FBW7 activator – human FBW7 E3 ligase activation, primary screen; normalized activity (activation), % at 26.1 µM; AlphaScreen FBW7–phospho-cyclin E peptide binding, activator screen; Q969H0; hit rate 0.13% among 650,000; in the data active means normalized activity above about 1.9%;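 further: purified mutant Fbw7 with reduced substrate affinity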
GPR151 activ – activates the human receptor GPR151. PathHunter beta-arrestin GPR151 cells, luminescence. hit rate 1% among 650,000. activation, % at 11.2 µM. Q8TDV0; in the data active means activation above about 4.9%;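 further: 0% = median of compound wells and 100% = cells with positive control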
Target sequence (Q8TDV0 whole entry, looked up): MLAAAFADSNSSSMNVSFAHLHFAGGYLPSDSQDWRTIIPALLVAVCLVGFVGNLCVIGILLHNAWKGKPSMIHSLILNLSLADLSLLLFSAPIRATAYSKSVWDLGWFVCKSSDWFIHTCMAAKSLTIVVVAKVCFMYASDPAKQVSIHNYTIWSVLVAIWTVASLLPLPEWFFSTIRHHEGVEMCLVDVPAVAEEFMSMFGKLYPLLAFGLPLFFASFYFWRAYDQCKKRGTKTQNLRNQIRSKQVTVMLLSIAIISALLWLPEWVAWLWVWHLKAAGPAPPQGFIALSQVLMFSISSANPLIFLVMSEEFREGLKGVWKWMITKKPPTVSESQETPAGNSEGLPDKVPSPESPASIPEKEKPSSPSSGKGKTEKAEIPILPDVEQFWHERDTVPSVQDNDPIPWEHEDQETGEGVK
TEAD-YAP block – TEAD-YAP interaction inhibition. hit rate 1.4% among 640,000. HEK-TIYL cells, TEAD-Gal4/YAP UAS-luciferase luminescence. inhibition, % at 9.12 µM; in the data active means inhibition above about 32%;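 further: 0% = median of test compound wells and 100% = reference inhibitor wells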
An asterisk follows results filed as active; x = no result given.

Under each structure – FBW7 activator	GPR151 activ	MITF inh	TEAD-YAP block
O=C(NNC(=O)c1ccccc1[N+](=O)[O-])c1ccco1
→ 0.7	-1.1	-2	-11
Cc1cc(C)n(-c2cc(NCCNC(=O)c3ccc4c(c3)OCO4)nc(C)n2)n1
→ 0.0	-0.5	-5	-8
Nc1nnnn1/N=C/c1ccc(-c2ccc([N+](=O)[O-])cc2Cl)o1
→ 0.1	-0.9	9	15
COc1ccc(CNCc2ccc(C)o2)cc1
→ -0.2	-0.6	19	-1
COc1cc(/C=N/NC(=O)C(=O)NCc2cccnc2)ccc1O
→ 0.0	-2.2	-2	-4
Cc1ccccc1NCN1C(=O)c2ccc(Br)cc2C1=O
→ 0.7	0.2	-3	8
Cc1ccc(NCC(O)COc2ccc(OCc3ccccc3)cc2)cc1 (stereo unspecified)
→ 1.4	0.5	17	-18
O=C(NCc1nnc2n1CCN(C(=O)Cc1ccc3c(c1)OCO3)CC2)C1CC1
→ 0.5	1.1	5	-22
N=C1C=CC=C2C1=NC1(CCCCC1)N2O
→ -0.5	-0.6	-2	4
c1ccc(CNc2nc3ccccc3n3nnnc23)nc1
→ -0.3	1.8	1	-23

Entries of single compounds as entered above:
Listed for N=C1C=CC=C2C1=NC1(CCCCC1)N2O → FBW7 activator = -0.5; GPR151 activ = -0.6; MITF inh = -2; TEAD-YAP block = 4
Listed for O=C(NNC(=O)c1ccccc1[N+](=O)[O-])c1ccco1 → FBW7 activator = 0.7; GPR151 activ = -1.1; MITF inh = -2; TEAD-YAP block = -11
Listed for Cc1ccc(NCC(O)COc2ccc(OCc3ccccc3)cc2)cc1 (stereo unspecified) → FBW7 activator = 1.4; GPR151 activ = 0.5; MITF inh = 17; TEAD-YAP block = -18

Next results follow.
Under each structure – FBW7 activator	GPR151 activ	MITF inh	TEAD-YAP block
COc1ccccc1-n1c(=S)sc2c(=O)n(-c3ccccc3)c(=S)[nH]c21
→ -0.1	3.6	-9	-2
Cc1c(NC(=O)c2ccco2)c(=O)n(-c2ccccc2)n1C
→ 0.1	-0.4	5	2
COc1ccc(S(=O)(=O)N/N=C/c2ccccc2F)cc1
→ 0.1	-0.1	8	-1
COc1cc(NC(=O)c2ccc(C)cc2Cl)ccc1NC(=O)C(C)C
→ -0.4	0.4	1	6
COc1cc(NS(=O)(=O)c2ccc(NC(=O)c3ccccc3OC)cc2)nc(OC)n1
→ -0.1	-0.8	3	-10
O=C1CCCN1CCCNc1nc(Nc2ccncn2)nc2c1ncn2CCN1CCCC1=O
→ -0.2	1.2	5	-8
Cc1ccc(CSc2nc3ccccc3c(=O)n2CC2CCC(C(=O)NCc3ccccc3Cl)CC2)c(C)c1 (stereo unspecified)
→ -0.1	0.2	1	-10
CCOC(=O)c1cnc2cc(Cl)c(OC)cc2c1N1CCN(c2ccc(F)cc2)CC1
→ 0.4	-0.2	23	2
Cc1[nH]c2ccccc2c(=O)c1CN(C)C
→ -0.1	0.5	-5	3
O=C(NC1CC1)c1ccc(-c2nc3ncnc(NCc4cccc(C(F)(F)F)c4)c3[nH]2)cc1
→ 0.1	1.2	7	-23
CCN(CC)C(=O)c1sc2nc3c(cc2c1N)C1CCN3CC1
→ 0.1	2.5	15	-5
CCOC(=O)N1CCN(S(=O)(=O)c2ccc3c(c2)OCC(=O)N3)CC1
→ -0.1	-0.1	2	0
CCOC(=O)c1cnc2c(C)cc(Cl)cc2c1NCc1ccco1
→ 0.0	-1.0	-3	4
CCN1C=C(C(=O)OC)C(c2cccc(C)c2)C(C(=O)OC)=C1
→ 0.4	0.0	4	12
COc1ccc(Cl)cc1NC(=O)CCC1CCCC1
→ 0.6	0.6	-8	-3
Cc1cccc(C(=O)Nc2oc3cccnc3c2C#N)c1
→ -0.2	-0.8	7	-27
COc1cccc(NC(=O)CCC2CCN(C(=O)CCN3CCCO3)CC2)c1
→ 1.0	-1.3	11	8
O=C(NCc1ccccc1)C1CC12CCN(C(=O)CC1=CCCCC1)CC2 (stereo unspecified)
→ 0.4	1.1	6	5
COc1cccc(CN2CCN(Cc3cccc(OCCO)c3)CC2CCO)c1 (stereo unspecified)
→ -0.2	5.2*	-3	9
CCOC(=O)C1=C(N)N(c2ccccc2)C(=O)C1
→ -0.2	0.2	1	0
O=C(NNc1c2ccccc2nc2ccccc12)c1ccc(O)cc1
→ 0.0	0.7	9	-15
C=CCSc1nnc2c3cc(OC)ccc3n(C)c2n1
→ 0.2	0.5	17	-27
COc1ccc(NC(=O)C(NS(=O)(=O)c2ccc3c(c2)CCN3C(C)=O)C(C)C)cc1 (stereo unspecified)
→ -0.1	-0.3	-6	-12
O=C(c1ccccc1)N1CCN2C(=O)[C@@H]3CSCN3C(=O)[C@H]2C1
→ 0.0	-0.8	-13	0
CCOc1ccc(C2=C(C(C)=O)Sc3nnc(C)n3N2C(C)=O)cc1
→ -0.1	-2.5	18	-5
NC1=NC(c2cccc(O)c2)n2c(nc3ccccc32)N1 (stereo unspecified)
→ 0.0	0.0	-2	-2
COc1ccc(CNC(=O)C2CC(O)CN2C(=O)Nc2ccccc2)cc1 (stereo unspecified)
→ 0.0	0.1	0	-4
COCCNC(=O)c1ccccc1NC(=O)Nc1ccc(Cl)cc1
→ 0.0	-3.9	6	-12
COc1cc(C=O)ccc1Oc1nc2ccccc2n2cnnc12
→ 0.0	5.8*	9	1
COc1ccccc1C(=O)Nc1ccnn1C1CCN(CCC(C)c2ccc(C)o2)CC1 (stereo unspecified)
→ 0.0	1.3	13	5
Cc1cccc(C(C)(C)C)c1OCCN1CCOCC1
→ -0.1	-0.2	80*	6
Oc1ccc(CCNc2cc(Nc3ncccn3)ncn2)cc1
→ 0.7	-0.4	-13	42*
COc1cc(Nc2nc(NCCCN3CCCC3=O)c3ncn(C4CCCCC4)c3n2)cc(OC)c1OC
→ 0.2	1.7	10	11
COC(CNC(=S)Nc1ccc(Cl)cc1)OC
→ 0.0	-0.1	12	-26
CCc1ccc(-c2ccc(C(=O)Oc3ccc4cc(Br)ccc4c3)cc2)nc1
→ 0.5	-0.7	4	2
Cc1ccc(Oc2ccc3c(c2)C(=O)N(c2ccc4c(c2)C(=O)NC4=O)C3=O)cc1C
→ 0.2	-1.3	-8	5
O=C(Nc1ccnn1C1CCN(C(=O)Cc2ccc(F)c(F)c2)CC1)C1CC1
→ 0.2	0.2	7	5
CCOC(=O)CNC(=O)CSc1nnc2n(Cc3ccc(C)cc3)c3ccccc3n12
→ -0.3	-0.4	11	2
CSc1ccccc1NC(=O)c1cccc(Br)c1
→ 0.2	0.1	9	-11
Cc1cc(N2CCN(C(c3ccccc3)c3ccc(Cl)cc3)CC2)n2c(nc3ccccc32)c1C#N (stereo unspecified)
→ 0.2	0.8	0	0

Continued, starting with the last two of the part before.
Under each structure – FBW7 activator	GPR151 activ	MITF inh	TEAD-YAP block
CSc1ccccc1NC(=O)c1cccc(Br)c1
→ 0.2	0.1	9	-11
Cc1cc(N2CCN(C(c3ccccc3)c3ccc(Cl)cc3)CC2)n2c(nc3ccccc32)c1C#N (stereo unspecified)
→ 0.2	0.8	0	0
COC(=O)c1c(NC(=O)c2cccs2)sc2c1CC(C)(C)NC2(C)C
→ 0.2	-0.5	5	10
CCOC(=O)c1c(NC(=O)C(C)Sc2nnc(CNC(=O)c3ccccc3F)n2Cc2ccccc2)sc2c1CCC2 (stereo unspecified)
→ 0.2	0.3	-4	-8
CCCCCCNC(=O)c1c[nH]c2ccc(S(=O)(=O)N(C)c3ccccc3C)cc2c1=O
→ 0.0	1.3	-8	0
COC(=O)C1C(=O)NC(SCC(=O)Nc2ccc(OC)cc2)=C(C#N)C1c1ccc(C)cc1 (stereo unspecified)
→ 0.6	-1.2	14	-9
CCc1ccc(C(=O)N/N=C(\C)c2ccco2)nc1
→ -0.6	-0.3	20	-20
CC1CN(CCC(=O)N2CCC(c3ccccc3F)C2)Cc2ccccc2O1 (stereo unspecified)
→ 0.0	0.4	2	8
COc1ccc(CN2CCN(CC(C)(C)C)C(CCO)C2)c(O)c1 (stereo unspecified)
→ 0.0	0.6	12	2
COCCNC(=O)/C(C#N)=C/c1ccccc1I
→ 0.1	-0.8	11	4
CCOC(=O)c1[nH]cnc1C(=O)Nc1ccc(C)cc1
→ -0.1	1.1	-9	13
COc1ccc(/C=C2/C(=N)N3OC(C)=CC3=NC2=O)cc1OC
→ -0.2	0.5	-6	-1
CCCCCOc1ccc(NC(=O)c2cc(F)c(F)cc2Cl)cc1
→ -0.1	1.1	6	8
O=C(Nc1cccc(-c2nc3ccccc3s2)c1)c1cccc(Cl)c1Cl
→ 0.3	-0.3	10	-5
CCC(C)NC(=O)CSc1nc2ccccc2c(=O)n1CCCN1CCN(c2cccc(Cl)c2)CC1 (stereo unspecified)
→ 0.2	1.0	-3	-5
COc1ccc(C)cc1NC(=O)C(OC(=O)c1ccc([N+](=O)[O-])o1)c1ccccc1 (stereo unspecified)
→ 0.4	1.8	19	2
CN(CCc1cnn(C)c1)C(=O)Cn1nnnc1CN1CCCCCC1
→ 0.4	1.7	6	6
Cc1ccc(NC(=O)CCCC(=O)O)nc1
→ 0.0	2.3	42	9
CC(C)C(NS(=O)(=O)c1ccc2c(c1)oc(=O)n2C)C(=O)NCCc1ccccc1 (stereo unspecified)
→ -0.1	-0.8	7	4
COCCn1c(=NC(=O)c2ccc([N+](=O)[O-])s2)sc2cc(S(N)(=O)=O)ccc21
→ 0.1	-0.5	9	13
COc1ccc2ccccc2c1/C=C1/SC(NC(C)=O)=NC1=O
→ -0.1	0.0	2	-4
O=C(CN1C(=O)C2C3C=CC(C3)C2C1=O)Nc1nc2ccccc2[nH]1 (stereo unspecified)
→ 0.0	-0.6	-4	-14
COc1ccc2c(c1)c(CC(=O)NCCC1=CCCCC1)c(C)n2C(=O)c1ccc(Cl)cc1
→ -0.1	0.8	0	-5
N[C@@H](Cc1ccc(O)c([N+](=O)[O-])c1)C(=O)O
→ x	0.1	-2	x
C#CCN1C(=O)C(O)(CC(=O)c2cccc(Br)c2)c2ccccc21 (stereo unspecified)
→ 0.0	-0.4	-2	0
Cc1ccccc1OCC(=O)Nc1ccc(Br)cn1
→ 0.3	1.2	-2	-46
NCCNCCCOc1ccc(Br)cc1Cl
→ 0.0	-1.5	15	4
CC(C)n1cnc2c(NCCN3CCOCC3)nc(-c3ccc(C(N)=O)cc3)nc21
→ 0.1	0.8	-3	6
CCOc1cc(C=C2C(=O)NC(=O)NC2=O)cc(Br)c1OC(C)C
→ 0.0	0.0	11	0
O=C(Cn1c(=O)oc2cc(S(=O)(=O)NCc3ccccc3)ccc21)Nc1ccccn1
→ -0.3	-0.5	-3	1
CC(=O)N(c1ccc(C)cc1)C1CC(=O)N(c2ccc(C)cc2)C1=O (stereo unspecified)
→ 0.2	0.7	-22	3
CC(=O)C1=C(O)C(=O)N(CC(C)O)C1c1cccnc1 (stereo unspecified)
→ -0.1	0.3	6	-7
CC1CCN(CCCN(Cc2cccs2)C(=S)Nc2ccccc2Cl)CC1
→ 0.6	0.1	14	-1
COC(=O)c1ccc(Cc2ccc(C(=O)OC)o2)o1
→ 0.2	-1.0	14	1
COc1ccc([N+](=O)[O-])cc1CSc1nc2ccc(NC(=O)c3ccc(Cl)cc3Cl)cc2s1
→ 0.4	0.7	13	7
CCOC(=O)c1sc(N)c(C#N)c1CSc1nc2ccc(C)cc2[nH]1
→ 0.7	1.2	2	-2
O=C(NCc1ccccc1)c1ccc2c(=O)n(C3CCCCC3)c(SCc3cccc([N+](=O)[O-])c3)nc2c1
→ 0.5	1.6	15	-4
CCN(CC1CCCO1)C(=O)CC1(c2ccccc2F)CC(=O)N(CCOC)C1=O (stereo unspecified)
→ 0.0	0.2	11	-19
O=C(Nc1ccc(OC(F)(F)F)cc1)c1nn2c(c1Cl)NC(c1cccs1)CC2C(F)(F)F (stereo unspecified)
→ -0.1	-0.8	5	0
COc1ccc(NS(=O)(=O)c2ccc3c(c2)SCCN3C(C)=O)cc1
→ 0.1	0.2	11	-5
COC(=O)c1scc(S(C)(=O)=O)c1N
→ 0.1	0.3	-7	3
Cc1nn(C)c(C)c1-c1nc(NCCOc2ccccc2)c2ncn(CCN3CCCC3=O)c2n1
→ 0.0	-0.5	3	-12
O=C(CCC(=O)N(CC(=O)NC1CCCCC1)c1ccc(F)cc1)Nc1nccs1
→ -0.1	-0.5	21	-1
c1ccc(CN2CCN(C3CCN(Cc4cccnc4)CC3)CC2)cc1
→ -0.1	2.7	38	0
O=S(=O)(c1ccccc1C(F)(F)F)N1CCN(C(=S)NCc2ccccc2)CC1
→ -0.1	-0.3	3	-2
COC(=O)c1ccccc1NC(=O)c1cn(-c2ccc(F)cc2F)c(=O)c2ccccc12
→ 0.0	-0.2	2	4
Cc1cccc2sc(NC(=O)c3ccccc3C(=O)O)nc12
→ 0.0	-1.4	6	3
COc1cccc(/C=C/C(=O)OCC(=O)Nc2ccc(S(=O)(=O)N3CCCC3)cc2)c1
→ 0.0	2.4	-4	3
Clc1ccc(OCCSc2nc3ccccc3n2Cc2ccccc2)cc1
→ 0.3	0.9	-1	-12
Cc1ccc(NC(=O)c2sc3nc4c(c(-c5cccs5)c3c2N)CCCC4)cc1Cl
→ -0.1	1.3	9	0
CC(C)CC(NC(=O)CN(C)C)c1nnc2n1CCN(C(=O)c1ccc(F)cc1)CC2 (stereo unspecified)
→ 0.0	0.0	6	9
CCOc1cc(/C=C2/C(=N)N3N=C(CC(C)C)SC3=NC2=O)ccc1OCCOc1cccc(OC)c1
→ 0.0	-0.4	18	17
CCCC1=C(C(=O)OCC)C(c2ccccc2C(F)(F)F)C(C#N)=C(N)O1 (stereo unspecified)
→ 0.1	0.3	-1	19
